# Mcl1 Noxa PPI = Mcl-1/Noxa interaction inhibition | inhibition, % at 21.7 µM | hit rate 1.5% among 220,000 | TR-FRET Mcl-1/Noxa peptide binding, 2 h | Q07820;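 active = compounds that cut the protein-peptide binding signal by more than 50% relative to plate controls in a single-dose test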;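 also: His-tagged Mcl-1 with rhodamine Noxa BH3 peptide and terbium anti-His antibody; 0% = Mcl-1 plus Noxa peptide wells and 100% = peptide-only wells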
# Target sequence (Q07820 whole entry, looked up): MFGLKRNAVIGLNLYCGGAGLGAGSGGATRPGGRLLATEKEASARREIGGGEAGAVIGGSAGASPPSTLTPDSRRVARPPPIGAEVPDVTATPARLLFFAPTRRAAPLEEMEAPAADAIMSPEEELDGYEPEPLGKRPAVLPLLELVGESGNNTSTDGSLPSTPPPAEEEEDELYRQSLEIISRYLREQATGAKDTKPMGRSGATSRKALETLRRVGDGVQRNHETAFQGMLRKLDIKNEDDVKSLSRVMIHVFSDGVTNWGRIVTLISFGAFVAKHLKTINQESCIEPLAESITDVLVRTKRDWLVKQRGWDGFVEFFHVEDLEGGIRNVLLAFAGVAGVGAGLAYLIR
# Avidin fluor = avidin bead compound fluorescence profile; Avidin beads, compound fluorescence 488/530 nm, flow cytometry; active compounds read high; fluorescence (KMESF) at 10 µM; hit rate 0.38% among 220,000; AID 1775; in the data active = fluorescence above about 47; also: inactives centre near 10
# Pf gamet viab = P. falciparum stage V gametocyte viability inhibition; AID 743093; P. falciparum stage V gametocytes, ATP luminescence, 24 h; hit rate 0.065% among 150,000; inhibition, % at 10.9 µM;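 active = inhibition above the mean plus 3 SD of compounds within the control limits, set per campaign, cut at about 38% in these data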;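 also: 0% = DMSO wells and 100% = medium only without gametocytes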
# * hit, by the source's call. These rows are one share of the data; rates above refer to the full screens.
structure | Mcl1 Noxa PPI | Pf gamet viab | Avidin fluor
CNC(=S)NCCc1ccccc1 | -10 | 16 | 8
Cc1cc(C(=O)NNC(=O)c2ccc(Cl)cc2)no1 | 8 | -14 | 9
CCOc1ccc(Cn2c(=O)sc3ccccc32)cc1 | 1 | 1 | 10
CCOc1ccccc1NC(=O)Nc1cc(S(=O)(=O)N(C)C)ccc1C | 14 | -23 | 3
c1ccc(-c2nnc(-c3ccccc3)nn2)cc1 | 1 | -3 | 7
Cc1cc(N)n(-c2ccc(S(=O)(=O)N3CCCC3)cc2[N+](=O)[O-])n1 | 15 | -3 | 8
N#C/C(=C/c1cn[nH]c1-c1cccc(Br)c1)C(=O)O | -3 | 17 | 7
CCOC(=O)c1c(NC(=O)Cn2nc(C(=O)O)c3ccccc3c2=O)sc2c1CCC(C)C2 (centres undefined) | -8 | -28 | 15
COc1ccc(Oc2cccc(Cl)c2CNC(=O)CCC(=O)O)cc1 | -2 | 3 | 5
O=C(c1ccc(F)cc1)C1CCN(Cc2cn[nH]c2-c2ccc(F)cc2)CC1 | 13 | -17 | 5
CCCCCC(=O)Nc1cccc(C2=NOC3(C2)C[C@@H](C(N)=O)N(C(=O)c2cc([N+](=O)[O-])cc([N+](=O)[O-])c2C)C3)c1 (some centres undefined) | 25 | -26 | 9
Cc1ccc(NC(=S)NCCCN2CCOCC2)cc1C | -7 | 10 | 8
O=c1cc(COc2ccccc2[N+](=O)[O-])nc2sccn12 | 41 | 1 | 9
CCOC(=O)c1c(CSCc2ccccc2)oc2ccc(O)c(CN(C)C)c12 | -12 | 0 | 3
C=C(C)C(=O)Nc1cccc(C2=NOC3(C2)C[C@H](C(N)=O)N(C(=O)COc2ccc(Cl)cc2)C3)c1 (some centres undefined) | 69* | 6 | 9
C(=C\c1ccc2ccccc2n1)/c1ccccc1 | 18 | 0 | 7
S=c1nc(-c2ccccc2)[nH]c2ccc(Br)cc12 | 9 | -5 | 7
Cc1ccccc1N=C1NC(=O)/C(=C/c2cccn2C)S1 | 2 | -6 | 8
O=C(CCN1C(=O)c2ccc([N+](=O)[O-])cc2C1=O)Nc1ccccc1C(=O)O | 2 | -17 | 8
O=C(O)Cc1csc(NC(=O)CSc2cccc(C(=O)O)n2)n1 | 12 | 17 | 8
Fc1ccc(-c2cc(-c3cccs3)cc(-c3ccccc3)n2)cc1 | -5 | -24 | 2
CC(O)CCC(=O)NNC1CC(=O)N(c2ccccc2)C1=O (centres undefined) | 2 | 9 | 9
CCCNC(=O)c1ccc2c(=O)c(O)c(-c3ccc(C)cc3)[nH]c2c1 | -120 | 5 | 7
COc1ccc(C(=O)c2c(N)sc3c2CCN(C(=O)OC(C)(C)C)C3)cc1 | 12 | 9 | 7
CN1CCN(CC(=O)NN(Cc2ccccc2)c2ccccc2)CC1 | 14 | -6 | 5
Cn1cc(/C=C/C(=O)c2ccccc2)c2ccccc21 | -22 | 4 | 11
CN1CCN(C(=O)c2cc3sc4ccccc4c3s2)CC1 | 23 | 7 | 7
O=S(=O)(Nc1nc(SCc2ccc(Cl)cc2)n[nH]1)c1ccccc1 | -5 | 12 | 7
CN(C)CCSc1nc(-c2ccccc2)nc2c1CCCC2 | 16 | 2 | 4
Cc1ccccc1Nc1c(-c2ccc(N3CCOCC3)cc2)nc2cnccn12 | -7 | 1 | 6
COC(=O)COc1cccc2c(=O)n(CC(=O)NCc3ccccc3)ccc12 | 6 | -11 | 8
C/C=C(/C)C(=O)Nc1cccc(C2=NOC3(C2)C[C@@H](C(N)=O)N(C(=O)/C=C/CC)C3)c1 (some centres undefined) | -7 | -23 | 16
Cc1ccc(S(=O)(=O)NCc2csc(-c3cccs3)n2)cc1 | 0 | 10 | 8
Fc1ccc(NC(=S)N2CCCC(c3ccccc3)=N2)cc1 | 6 | 3 | 4
O=C(NCCC(=O)N1CCOCCOCCOCCOCC1)OCc1ccccc1 | 9 | -18 | 9
c1ccc(Nc2nnc(-c3cccc4ccccc34)o2)cc1 | 4 | -13 | 7
Nc1nnc(CC(=O)N/N=C/c2ccc(-c3ccc(F)cc3)o2)s1 | -4 | -3 | 5
COc1ccc(/C=N/NC(=O)c2ccc(Cl)c(S(N)(=O)=O)c2)cc1OCC(N)=O | 8 | -1 | 4
Cc1cccc(NC(=S)N2CCCN(c3ncccc3[N+](=O)[O-])CC2)c1 | -6 | -7 | 3
CCOC(=O)c1c(NC(=O)Nc2ccc(F)cc2)sc2c1CCN(C)C2 | -3 | 3 | 3
CC(C)Oc1ccc(CCC(=O)NNC(=S)NCc2ccccc2)cc1 | 0 | 22 | 10
Fc1ccc(CN2C3=NCCN3c3ccccc32)cc1 | 12 | 2 | 4
O=C1CCCCCN1CP(=O)(O)CN1CCCCCC1=O | 21 | 22 | 5
O=C1/C(=N\S(=O)(=O)c2cccs2)C([n+]2ccc(CCCc3ccccc3)cc2)=C([O-])c2ccccc21 | 5 | -28 | 6
N#Cc1c2ccccc2nc2ccccc12 | 26 | 11 | 3
CC(CC(=O)O)CC(=O)Nc1cc(C(F)(F)F)cc(C(F)(F)F)c1 (centres undefined) | 5 | -45 | 5
CCN(CC)S(=O)(=O)c1ccc(OC)c(NC(=O)/C=C/c2ccco2)c1 | 7 | 25 | 3
Cc1ccc(C)c2c1c1ccccc1n2C | -9 | 8 | 3
CCOCCCNC(=O)c1c(N)n(-c2ccc3c(c2)OCO3)c2nc3ccccc3nc12 | -21 | -9 | 8
Nc1nnc(CC(=O)N/N=C/c2ccccc2OCc2ccccc2F)s1 | 1 | -11 | 9

# Mcl1 Noxa PPI, hit marks shown above
mol	Mcl1 Noxa PPI	Avidin fluor
C=C(C)C(=O)Nc1cccc(C2=NOC3(C2)C[C@H](C(N)=O)N(C(=O)COc2ccc(Cl)cc2)C3)c1 (some centres undefined)	69*	9

# (continued)
structure | Mcl1 Noxa PPI | Pf gamet viab | Avidin fluor
COCCCNC(=S)NNC(=O)c1csc(C)n1 | -43 | -5 | 9
O=C(NCCN1CCOCC1)C(Sc1ccccc1)c1ccccc1 (centres undefined) | -14 | 11 | 10
Cc1ccccc1-c1ccc(=O)n(CC(=O)Nc2ccc(-n3cnnn3)cc2)n1 | -11 | 11 | 8
CC(C)Oc1ccc(CCNC(=O)CC2C(=O)NCCN2C)cc1 (centres undefined) | -11 | -5 | 5
Cc1nc([N+](=O)[O-])cn1CC(O)c1ccc(F)cc1 (centres undefined) | 21 | -7 | 9
O=C(Nc1ccc(N2CCOCC2)cc1)C1CCCCN1S(=O)(=O)c1ccccc1 (centres undefined) | 3 | -8 | 7
OCCC1CN(Cc2nc3c(s2)CCCC3)CCN1Cc1ccccc1 (centres undefined) | -18 | 14 | 6
C=C(C)CNC(=S)Nc1ccc(S(=O)(=O)Nc2cnc3ccccc3n2)cc1 | 7 | -16 | 3
O=C(/C=C/c1ccccc1)Oc1cccc2cccnc12 | -7 | -8 | 2
COc1ccc(/C=N/Nc2nc(-c3ccc(C)cc3)c(NC(C)=O)s2)cc1OC | 57* | -16 | 3
NNC(=O)Cn1c2ccccc2c2ccccc21 | 11 | 18 | 4
c1ccc(CCN2CN=C(Nc3nc4ccccc4s3)NC2)cc1 | 10 | -1 | 8
CC(C)NC(=O)CSc1nnc(-c2ccc3ncccc3c2)n1C | 1 | -6 | 7
O=C(N/N=C\c1ccc(Cl)s1)C1COc2ccccc2O1 (centres undefined) | -20 | 18 | 7
CCCSc1nc2c(cnn2-c2ccccc2)c(=O)n1N | 5 | 4 | 7
Cc1c(C(=O)N/N=C/c2ccccc2)[nH]c2c([N+](=O)[O-])cccc12 | 21 | 3 | 9
O=C(N/N=C/C=C/c1ccccc1)c1ccccn1 | -8 | 0 | 3
COC(=O)c1sc(-c2ccc(C(C)(C)C)cc2)cc1NC(=O)CCC(=O)O | 27 | -1 | 11
CC(=O)NCCCc1nc2ccccc2n1Cc1c(F)cccc1Cl | -14 | 12 | 9
O=C(COC(=O)CCc1nc2ccccc2c(=O)[nH]1)Nc1ccc(N2CCOCC2)cc1 | 25 | -18 | 4
COc1cccc(/C=N/n2c(-c3n[nH]c4c3CCC4)n[nH]c2=S)c1OC | -2 | -15 | 8
C/C(=N\Nc1nc2ccccc2nc1C)c1ccccc1O | 5 | 10 | 6
COc1cc(/C=N\NC(=O)C2COc3ccccc3O2)cc(OC)c1O (centres undefined) | 35 | 7 | 6
CC(=O)Nc1ccc(Oc2cncc(Cl)c2)nc1 | 10 | -12 | 8
Cc1ccc(-c2nc(-c3ccccn3)sc2CC(=O)O)cc1 | -6 | -1 | 11

# Full records as entered above:
# O=C(N/N=C\c1ccc(Cl)s1)C1COc2ccccc2O1 (centres undefined) is listed as Mcl1 Noxa PPI = -20; Pf gamet viab = 18; Avidin fluor = 7
# COc1cccc(/C=N/n2c(-c3n[nH]c4c3CCC4)n[nH]c2=S)c1OC is listed as Mcl1 Noxa PPI = -2; Pf gamet viab = -15; Avidin fluor = 8

# (listing goes on)
structure | Mcl1 Noxa PPI | Pf gamet viab | Avidin fluor
O=C(c1ccc(NS(=O)(=O)c2ccc3c(c2)OCCO3)cc1)N1CCCCC1 | 1 | -17 | 4
Cc1ccc2c(c1)N(C(C)C(=O)NCc1ccccn1)C(=O)CO2 (centres undefined) | -66 | 21 | 6
CCOC(=O)c1c(C)n(-c2ccc(OC)cc2)c2ccc(O)c(CN(C)C)c12 | -2 | 12 | 4
CN(Cc1ccccc1)C(=O)C1CCCN1S(=O)(=O)c1ccc2c(c1)n(C)c(=O)c(=O)n2C (centres undefined) | 16 | 14 | 8
Cc1ccc(N/N=C(\C#N)C(=O)c2ccsc2)cc1 | -2 | -2 | 3
COc1ccccc1NC(=O)C(=O)NNS(=O)(=O)c1ccc2ccccc2c1 | 21 | -4 | 7
O=C(NNC1=Nc2cc([N+](=O)[O-])ccc2OC1)c1ccccc1Cl | -48 | 13 | 6
O=C(O)CC(Sc1n[nH]c(=S)s1)C(=O)O (centres undefined) | 13 | -28 | 1
CN1CCc2c(sc(/N=C/c3c[nH]c4ccccc34)c2C#N)C1 | 8 | 16 | 4
N/C(=N\OC(=O)c1csnn1)c1ccc(C(F)(F)F)cc1 | -29 | 2 | 7
O=C(c1cc2ccccc2s1)N1CCOCC1 | -12 | 9 | 6
Cc1csc2c(N3CCN(S(=O)(=O)c4ccc(Cl)cc4)CC3)ncnc12 | 2 | -15 | 7
Cc1cc(NC(=O)CCN2C(=O)/C(=C\c3ccccc3)SC2=S)no1 | 71* | 17 | 6
O=C(NNc1nc2ccccc2s1)Nc1ccc(F)cc1 | 9 | 3 | 6
Nc1nc(CN2CCN(C(c3ccccc3)c3ccccc3)CC2)nc(Nc2ccccc2)n1 | 14 | -18 | 6
CC(C)=C(NC(=O)c1ccccc1)C(=O)Nc1ccc(C(=O)O)cc1 | 6 | -1 | 5
CS/C(N)=N/N=C/c1cc(C)ccc1O | -11 | -5 | 4
NC(=O)CSc1nnc(-c2ccccn2)n1N | -1 | -19 | 8
CCOC(=O)C1CCN(c2ncnc3c(C)csc23)CC1 | 1 | 12 | 9
CCC/C(O)=C1\C(=O)CCCC1=NCCc1c(C)[nH]c2ccc(C)cc12 | 0 | 12 | 7
O=C(CN1C(=O)NC(Cc2c[nH]c3ccccc23)C1=O)Nc1cccc(S(=O)(=O)N2CCOCC2)c1 (centres undefined) | -5 | -5 | 6
Cc1ccc(S(=O)(=O)N2CCOC2CNC(=O)C(=O)NCCc2ccccc2)cc1 (centres undefined) | -10 | -14 | 8
O=C(N=Nc1c(O)[nH]c2ccc([N+](=O)[O-])cc12)c1ccccc1Cl | 37 | 20 | 3
COC(=O)c1ccc(C(C2C(=O)CC(C)(C)CC2=O)C2C(=O)CC(C)(C)CC2=O)cc1 | 9 | -17 | 6
NNC(=S)NC1CCCCCCCCCCC1 | -62 | -12 | 2
Cn1c(SCC(=O)N/N=C/c2ccc(O)c(O)c2)nc2ccccc21 | 13 | -30 | 5
CC(C)[C@H](NC(=O)[C@@H]1Cc2ccccc2CN1C(=O)OC(C)(C)C)C(=O)NCC1CCC(C(=O)O)CC1 (some centres undefined) | 21 | 6 | 17
Cc1ccc(S(=O)(=O)Oc2cccc(/C=N/Nc3ccc(C(=O)O)cc3)c2)cc1 | 35 | -5 | 6
O=C1C2=C(CCCC2)C(=O)N1CNc1ccccc1 | -5 | 18 | 4
Cn1nc(-c2ccccc2)cc1NC(=O)c1cccs1 | -2 | -10 | 11
Cc1csc(NC(=O)CN2C(=O)c3ccccc3C2=O)c1C(N)=O | -3 | -9 | 11
CC(C)=NNC(=O)c1c(O)c2ccccc2[nH]c1=O | -78 | -5 | 5
O=C(NNS(=O)(=O)c1ccccc1Cl)c1nn(-c2ccc(F)cc2)ccc1=O | 16 | -2 | 7
Cn1c(=O)[nH]c(=O)c2c1nc(N/N=C/c1ccncc1)n2Cc1ccc(F)cc1 | 15 | 10 | 7
O=C(Cn1nnc(-c2cccc(C(F)(F)F)c2)n1)NNS(=O)(=O)c1cccc(C(F)(F)F)c1 | 3 | 5 | 2
Cc1onc(-c2c(Cl)cccc2Cl)c1C(=O)Nc1ccc(Cl)cn1 | -8 | 4 | 9
CCOC(=O)c1csc(-c2sccc2Br)n1 | -2 | -1 | 7
COc1ccc(C(=O)N/N=C(\C)CC(=O)Nc2ccc3c(c2)OCO3)cc1 | 2 | -2 | 4
C[C@@H]1CCC[C@]2(O[C@H](CCO)C[C@H](O)[C@H]2O)O1 | 4 | 4 | 13
O=C(CN1C(=O)c2ccccc2S1(=O)=O)c1ccc2c(c1)OCCO2 | -10 | -7 | 8
O=c1[nH]c2cccnc2n1-c1cccc([N+](=O)[O-])c1 | -30 | -28 | 7
O=C(NC1CCCC1)c1ccc(Cn2c(=O)[nH]c3ccsc3c2=O)cc1 | -3 | 17 | 11
O=C(CNC1CCN(Cc2ccccc2)CC1)Nc1ccc(S(=O)(=O)N2CCCCC2)cc1 | 20 | 10 | 6
COc1ccc(CCN=Cc2ccccc2O)cc1OC | 15 | 5 | 10
CCCCn1cnc2c(oc3nc4c(cc32)CCCC4)c1=O | 3 | 3 | 7

# Compound activity from PubChem.
